Screening results: PubChem BioAssay, National Center for Advancing Translational Sciences (NCATS)
GAA glycogen mod: qHTS Assay for Inhibitors and Activators of Human alpha-Glucosidase Cleavage of Glycogen; recombinant GAA, glycogen substrate, Amplex Red glucose oxidase fluorescence; Potency, µM (doses to about 76.4 µM), without a hit: top-dose activity change, negative = inhibition, actives largely listed as inhibitors; 300,000 compounds, 0.38% hits; AID 2100, 2009;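 also: 0% = full enzyme reaction and -100% = no-enzyme basal signal; the screen sought inhibitors and activators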
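Recombinant human alpha-glucosidase (4 nM final) hydrolysed bovine liver glycogen (30 ug) for 40 min at 37 C in pH 5.0 citrate/phosphate with 0.01% Tween-20. Released glucose detected by glucose oxidase/Amplex Red, Ex 573/Em 610 nm. Compounds up to 77 uM; AC50 from Hill fits.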
GoLoco inh red: qHTS Assay for Inhibitors of RGS12 GoLoco Motif Activity (Red Fluorophore) | 230,000 compounds, 0.44% hits | Guanine nucleotide-binding protein G(i) subunit alpha-1 (Homo sapiens), P63096 | Gai1:RGS12 GoLoco peptide FP, rhodamine, 10 min | Potency, µM (highest dose often 61.6 µM), for inactives: top-dose activity, negative = inhibition, usual class: inhibitors; active = well fitted inhibition curve with a large enough effect, not every such curve was filed as active; inactive = no such curve, though single readings can be large or run the other way; also: % is scaled to controls: 0 for no effect and ±100 for the full control effect; nearly all actives have a fitted effect of over 30% in size; many of its hits are not listed in these tables
Target sequence (P63096 whole entry, looked up): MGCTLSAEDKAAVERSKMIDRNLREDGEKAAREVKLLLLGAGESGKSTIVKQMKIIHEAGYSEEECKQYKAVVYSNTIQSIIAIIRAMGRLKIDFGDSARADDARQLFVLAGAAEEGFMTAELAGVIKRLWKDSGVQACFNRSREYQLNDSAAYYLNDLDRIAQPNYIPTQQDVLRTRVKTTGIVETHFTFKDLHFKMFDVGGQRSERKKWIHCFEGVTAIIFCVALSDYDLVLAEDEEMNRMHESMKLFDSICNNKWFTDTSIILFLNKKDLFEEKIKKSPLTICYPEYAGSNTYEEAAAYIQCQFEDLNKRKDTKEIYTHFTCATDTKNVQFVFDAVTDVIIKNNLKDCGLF
GAA inhib: qHTS Assay for Inhibitors of Human alpha-Glucosidase as a Potential Chaperone Treatment of Pompe Disease | Lysosomal alpha-glucosidase (Homo sapiens), P10253 | purified human GAA, 4-MU-alpha-glucoside fluorescence | Potency, µM (top dose mostly 76.9 µM), inactives show at the top dose activity change, negative = inhibition, hits mostly inhibitors | 200,000 compounds, 0.005% hits | AID 1466, 2008;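 also: plate controls were uninhibited enzyme wells for no effect and no-enzyme background for full effect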
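Activity normalized between no-enzyme (basal) and enzyme-only wells. Conditions: 4 nM human enzyme, 400 uM fluorogenic substrate, citrate/phosphate pH 5.0 with Tween-20, 20 min room temperature, compounds up to 77 uM.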
HttQ103 aggreg: qHTS Multiplex Assay to Identify Dual Action Probes in a Cell Model of Huntington: Aggregate Formation (GFP); PC12 HttQ103-GFP aggregates, Acumen cytometry, 40 h; Potency, µM (series often up to 46.1 µM), without a hit: at the highest dose activity change, negative = inhibition, usual class: inhibitors; 220,000 compounds, 1.1% hits; AID 1688, 2009; also: % is scaled to controls: 0 for no effect and ±100 for the full control effect; nearly all actives have a fitted effect of over 60% in size
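Ecdysone-promoter PC12 model expressing HTT exon 1 Q103 fused to GFP, induced by tebufenozide at 100 nM final. Compounds titrated; aggregates sized 1–25 µm scored on a 488 nm laser cytometer.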
IMPase Li cell: qHTS Assay for Identifying the Cell-Membrane Permeable IMPase Inhibitors: Potentiation with Lithium. CHO-M1 cells, IP1 TR-FRET (IP-One), carbachol + lithium. Potency, µM (titrated, usually from 59.4 µM), for inactives: at the highest dose activity, negative = IMPase inhibition, most hits filed as inhibitors. 210,000 compounds, 0.35% hits. AID 1457, 2008;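 also: IP1 builds up when IMPase is blocked and the TR-FRET signal falls; plate controls were basal vehicle for no effect and high inhibitor control for full effect; nearly all actives have a fitted effect of over 50% in size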
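Concentration–response in CHO-M1 cells, lithium-potentiated; 30 min at 37C. IP1 detected by competitive TR-FRET after 10 min lysis at RT. Hill-fitted AC50.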
HTT cytoprotect: qHTS Multiplex Assay to Identify Dual Action Probes in a Cell Model of Huntington: Cytoprotection (ATP). AID 1471, 2008. PC12 HTT-Q103 induced, cytoprotection, ATP luminescence, 40 h. Potency, µM (highest dose often 56.4 µM), without a hit: cytoprotection (ATP increase), most hits filed as activators. 230,000 compounds, 0.14% hits;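 also: % of control where 0% means no effect; nearly all actives have a fitted effect of over 45% in size; toxic huntingtin expression switched on by the ecdysone agonist tebufenozide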
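Rat PC12, Q103 Htt exon1-GFP fusion, ecdysone promoter; tebufenozide inducer 100 nM final; compound titration; qHTS, 1500 cells/well; ATPlite luminescent read.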
GAA spleen mod: qHTS Assay for Inhibitors and Activators of Human alpha-Glucosidase From Spleen Homogenate; Lysosomal alpha-glucosidase (Homo sapiens), P10253; 240,000 compounds, 0.006% hits; Potency, µM (series often up to 79.9 µM), for inactives: at the highest dose activity change, negative = inhibition, most hits filed as inhibitors; human spleen homogenate, 4-MU-alpha-glucoside fluorescence;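 also: 0% = enzyme with vehicle and -100% = no enzyme basal signal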
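Human spleen homogenate (1 ug) incubated with compounds and 1 mM 4-methylumbelliferyl-alpha-D-glucopyranoside in pH 5.0 citrate/phosphate buffer, 37 C, 40 min. Stopped at pH 10; 4-MU fluorescence (Ex 365/Em 440 nm); AC50 by Hill fit.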
* = called active by the depositor; ? = inconclusive; . = not tested or not shown; [ ] = another dose, or the depositor's remark. Unless noted, calls follow the shape of the dose curve; as a rule, active = well fitted curve in the direction sought with a large enough effect; inconclusive = small, poorly fitted or top-dose-only effect, or another doubt; inactive = no such curve, though single readings can be large; an effect the other way counts as inactive or inconclusive. Potency is read from the fitted curve at half-maximal effect. Some of the compounds tested; rates above refer to the full screens.

Start of the listing, in advance, 2 compounds:
SMILES,GAA glycogen mod,GoLoco inh red,GAA inhib,HttQ103 aggreg,IMPase Li cell,HTT cytoprotect,GAA spleen mod
Cc1cc(C)n(-c2ccc(C(=O)OCC(=O)NCc3ccco3)cc2)n1,-1.2%,-24.4%,-0.8%,-14.6%,-2.0%[38.3 µM],1.6%[10 µM],0.3%
Cc1c(C(=O)N(C)C)sc2nc(-c3ccccn3)[nH]c(=O)c12,-3.6%,9.0%,-1.5%,-7.4%[9.22 µM],21.4%[38.3 µM],?,8.3%

The listing, repeating the preview:
SMILES,GAA glycogen mod,GoLoco inh red,GAA inhib,HttQ103 aggreg,IMPase Li cell,HTT cytoprotect,GAA spleen mod
Cc1cc(C)n(-c2ccc(C(=O)OCC(=O)NCc3ccco3)cc2)n1,-1.2%,-24.4%,-0.8%,-14.6%,-2.0%[38.3 µM],1.6%[10 µM],0.3%
Cc1c(C(=O)N(C)C)sc2nc(-c3ccccn3)[nH]c(=O)c12,-3.6%,9.0%,-1.5%,-7.4%[9.22 µM],21.4%[38.3 µM],?,8.3%
O=C(CN1CCC(n2nnc3cc(C(F)(F)F)ccc32)CC1)Nc1ccc2c(c1)OCCO2,1.5%,-5.4%,-18.2%,-32.8%,1.4%[38.3 µM],-26.1%,-2.4%
CCCN(CCC)CCCNC(=S)Nc1ccc2nc(N3CCCC3)cc(C)c2c1,-3.7%,16.8%,14.2%,?,-2.5%,-25.8%,3.2%
COc1ccc(CN(Cc2cccn2C)S(=O)(=O)c2ccc(F)cc2)cc1,6.3%,1.2%,.,-7.6%[9.22 µM],.,19.1%[10 µM],-3.4%
O=C(Nc1ccc(F)cc1)N1CCc2ccccc2C1,2.9%,5.1%,4.3%,-7.7%[9.22 µM],14.5%,-18.0%[10 µM],0.8%
COc1ccc(Cl)cc1N(C(C)C(=O)O)S(C)(=O)=O (stereo not drawn),-6.6%,2.2%,-8.8%,?,-4.4%,?,2.0%
NC(=S)N/N=C/c1ccc([N+](=O)[O-])cc1,4.1%,6.8%,-10.2%,28.1%,-5.0%,.,-1.9%
CCCC(=O)Oc1ccc(-c2nccc(C(OC)OC)n2)cc1,2.5%,-2.3%,-6.4%,-1.9%,-10.4%,-4.4%,.
COc1ccc(CNC(=O)C2CCNCC2)cc1,0.8%,11.7%,-8.7%,0.0%,13.0%[38.3 µM],-6.9%,-5.5%
CN(C)C(=O)c1cc(C(=O)c2ccccc2Cl)c[nH]1,-28.9%,3.9%,12.9%,10.1%,15.9%,16.3%[10 µM],-0.4%
O=C(c1cc(O)c(O)c([N+](=O)[O-])c1)c1ccccc1F,.,-6.2%,.,.,5.3%,0.6%[1.9 µM],1.0%
O=C(c1ccc2nc(N3CCOCC3)sc2c1)N1CCC(Cc2ccccc2)CC1,4.2%,7.6%,?,-12.7%,19.5%[38.3 µM],-62.2%[inhibitor],-0.1%
COC(=O)c1ccc(NS(=O)(=O)c2ccc3c(c2)oc(=O)n3C)cc1,3.0%,-2.0%,2.1%,-7.4%,3.3%[38.3 µM],27.7%,2.7%
CCc1nc(Sc2nc(C)cc(C)n2)c2oc3ccccc3c2n1,-10.7%,4.1%,-3.7%,?,11.8%[38.3 µM],28.7%,0.6%
Cc1ccc(Cn2nnc3c(=O)[nH]c(C4CCCN(C(=O)Nc5ccc(F)cc5F)C4)nc32)cc1 (stereo not drawn),-1.3%,0.7%,-1.4%,2.3%,6.6%[38.3 µM],-54.4%[inhibitor],-16.2%
CCOC(=O)c1c(C)[nH]c(N=Nc2ccc(C)cc2C)c1C,-10.2%,9.8%,-10.4%,?,24.5%[38.3 µM],.,1.0%
CCOC(=O)C1=C2SCC(=O)N2C(N)=C(C#N)C1,?,23.8%,0.2%,19.5%,11.7%[38.3 µM],-14.8%,7.9%
CC(C)N(C(=O)Cn1cc(SCC(=O)N2CCCC2)c2ccccc21)C(C)C,3.9%,-4.5%,4.6%,-10.0%,2.5%,-22.9%,.
COc1ccccc1NC(=O)CCN1C(=O)c2ccccc2S1(=O)=O,19.7%,11.1%,4.5%,4.8%[9.22 µM],-0.8%,5.8%,-1.8%
COc1ccc(-n2cc(C(=O)c3cc4ccccc4oc3=O)c(C(C)=O)n2)cc1,5.0%,5.1%,-10.0%,-3.8%,?,-33.4%,3.8%
CCn1c(SCC(=O)c2[nH]c(C)c(C(C)=O)c2C)nnc1-c1cccs1,0.5%,9.1%,-6.3%,?,21.7%[38.3 µM],-1.0%[10 µM],-3.3%
COc1ccc(-n2cnnc2SCC(=O)N(C)C2CCS(=O)(=O)C2)cc1 (stereo not drawn),-24.5%,-11.3%,3.9%,17.6%,8.6%[38.3 µM],21.6%,8.0%
CCOCC(=O)N1CCN(c2cccc(Cl)c2)CC1,16.4%,38.0%[activator],10.0%,3.5%[9.22 µM],-1.1%,-32.2%[inhibitor],-1.7%
COc1ccc2c(CC(=O)OCC(=O)Nc3ccccc3[N+](=O)[O-])coc2c1,-8.0%,7.6%,2.9%,4.7%,0.2%,24.8%[10 µM],3.1%
NC(=O)NOCc1ccccc1,5.7%,3.8%,-5.9%,-8.4%,-2.4%,12.6%,0.0%
COCc1c(C(=O)OCC(=O)N2c3ccccc3NC(=O)C2(C)C)oc2ccccc12,-3.7%,7.4%,-0.9%,11.2%,-6.1%[38.3 µM],-9.3%,-3.0%
CC1=C(C(=O)OCC(C)C)C23C(=O)c4ccccc4C2(O1)OC(N)=C3C#N (stereo not drawn),-8.2%,3.8%,-1.2%,8.4%,-6.7%[38.3 µM],-1.4%[10 µM],-14.3%
Cc1cc(C)cc(N(C(=O)c2ccc3c(c2)OCO3)C2C=CS(=O)(=O)C2)c1 (stereo not drawn),2.3%,-19.4%,-3.6%,-3.4%,21.0%[38.3 µM],12.1%,-13.0%
O=C(Cn1c(=O)sc2ccccc21)Nc1ccccc1C(=O)O,-1.2%,6.5%,-12.2%,1.9%,-20.9%[38.3 µM],-0.4%,-0.7%
COc1cccc(CN(C)CC(=O)Nc2c(C)cccc2C(C)C)c1,1.9%,2.6%,1.7%,-26.0%,6.6%,-86.0%[inhibitor],-2.6%
CCOc1ccc(CNC(=O)C2CCCN(S(C)(=O)=O)C2)cc1OC (stereo not drawn),2.4%,3.4%,5.7%,-6.0%,13.4%[38.3 µM],18.6%[10 µM],2.4%
O=Cc1cn(CC(O)CN2CCCCC2)c2ccccc12 (stereo not drawn),13.4%,5.9%,5.9%,-2.6%[9.22 µM],-8.0%,6.6%[10 µM],4.6%
CCOC(=O)c1sc(-c2ccccc2)cc1NC(=O)CSc1nnnn1C,-4.1%,5.7%,-3.7%,-14.9%,-4.5%[38.3 µM],-8.3%,-0.4%
O=Nc1ccc2oc(=O)ccc2c1,.,-19.2%,.,.,27.1%,-14.4%[1.9 µM],7.0%
CCCCCCCc1c(O)nc(SCC(=O)O)[nH]c1=O,10.6%,3.5%,.,-3.6%[9.22 µM],.,12.8%[10 µM],1.8%
COc1ccccc1-c1cc(C(=O)N/N=C/c2ccc(C)s2)c2ccccc2n1,1.4%,4.7%,-1.2%,-22.0%,30.8%[38.3 µM],-32.0%,6.5%
COc1ccc(C2/C=C\CN(C(=O)Nc3ccccc3)CC(=O)N2Cc2ccc(F)cc2)cc1 (stereo not drawn),3.1%,10.2%,.,-4.2%[9.22 µM],.,7.3%[10 µM],0.8%
CCNC(=S)NNC(=O)c1cc(C)nc2ccccc12,4.0%,8.1%,1.5%,4.9%,-3.6%,13.1%[1.9 µM],-1.5%
CCC(=O)Nc1cccc(C2=NOC3(C2)C[C@H](C(N)=O)N(C(=O)Cc2ccc([N+](=O)[O-])cc2)C3)c1 (stereo partly drawn),0.9%,-1.0%,.,29.3%[9.22 µM],.,10.7%[10 µM],-13.0%

Compound profiles, as listed above:
Listed for O=Nc1ccc2oc(=O)ccc2c1 : GAA glycogen mod: .; GoLoco inh red: -19.2%; GAA inhib: .; HttQ103 aggreg: .; IMPase Li cell: 27.1%; HTT cytoprotect: -14.4%[1.9 µM]; GAA spleen mod: 7.0%
Listed for CCOc1ccc(CNC(=O)C2CCCN(S(C)(=O)=O)C2)cc1OC (stereo not drawn) : GAA glycogen mod: 2.4%; GoLoco inh red: 3.4%; GAA inhib: 5.7%; HttQ103 aggreg: -6.0%; IMPase Li cell: 13.4%[38.3 µM]; HTT cytoprotect: 18.6%[10 µM]; GAA spleen mod: 2.4%

Going on with the list.
SMILES,GAA glycogen mod,GoLoco inh red,GAA inhib,HttQ103 aggreg,IMPase Li cell,HTT cytoprotect,GAA spleen mod
Cc1csc2nc(CSc3nc4ccccc4o3)c(Br)n12,-10.3%,12.9%,-6.4%,2.5%,42.4%[activator][38.3 µM],-14.0%,4.1%
CC(C)(C)C1(c2ccccc2)NC(=O)N(CC(=O)N2CCOCC2)C1=O (stereo not drawn),1.6%,2.1%,-12.1%,11.3%,-15.6%[38.3 µM],18.8%[0.074 µM],-2.5%
Cc1oc(-c2cccc(Br)c2)[n+]([O-])c1C,-0.2%,3.6%,-2.1%,-0.3%,-10.6%,-8.8%,1.7%
COc1ccc(/C=N/NS(=O)(=O)c2ccc(NC(C)=O)cc2)cc1,-0.2%,-3.0%,.,-5.8%[9.22 µM],.,13.1%[10 µM],4.2%
CCOc1ccc(Nc2cc(C)nc(N3CCOCC3)n2)cc1,8.0%,2.8%,-0.7%,-2.5%,-7.9%[38.3 µM],2.0%[0.074 µM],-3.8%
CC(=O)Nc1cc(NC(C)=O)cc(-c2nc3ccccc3[nH]2)c1,-11.3%,-2.5%,5.0%,-11.9%[9.22 µM],7.4%,-13.1%[10 µM],-3.2%
Cc1ccc(C(C(=O)NCc2ccc(F)cc2)N(C(=O)c2csnn2)C2CC2)o1 (stereo not drawn),9.3%,1.6%,-3.6%,-6.5%,-2.8%[38.3 µM],3.8%,-4.8%
CCOC(=O)c1ccc(N2C(=O)CC(C3CCCO3)C2=O)cc1 (stereo not drawn),3.0%,-3.9%,10.8%,11.0%,4.7%[38.3 µM],0.5%,4.7%
